# Screening data deposited in PubChem BioAssay by National Center for Advancing Translational Sciences (NCATS).
# UDG counter: counter-screen for AID inhibitors: uracil-DNA glycosylase inhibition; AID 1347430; Potency, µM (highest dose often 115 µM), inactives show top-dose activity change, negative = inhibition, usual class: inhibitors; 91,000 tested, 0.14% active; FRET deamination/UDG coupled assay, UDG read, 4 h; note: nearly all actives have a fitted effect of over 65% in size
# AID inh: blocks human AID cytidine deaminase activity. Q9GZX7. AID deamination FRET fluorescence, UDG-coupled, 4 h. Potency, µM (doses to about 115 µM), for the others: top-dose activity change, negative = inhibition, actives largely listed as inhibitors. 91,000 tested, 0.32% active; note: nearly all actives have a fitted effect of over 25% in size
# Target sequence (Q9GZX7 whole entry, looked up): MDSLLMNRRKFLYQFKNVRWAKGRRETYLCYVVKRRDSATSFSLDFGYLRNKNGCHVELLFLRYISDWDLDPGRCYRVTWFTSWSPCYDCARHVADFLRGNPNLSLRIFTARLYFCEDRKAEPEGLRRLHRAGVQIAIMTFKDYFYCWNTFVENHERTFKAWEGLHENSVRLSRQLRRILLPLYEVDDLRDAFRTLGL
# * marks the source's active call; other numbers are inactive results; ? = inconclusive; [ ] = another dose, or the depositor's remark. Calls come from the whole dose curve; as a rule, active = well fitted curve in the direction sought with a large enough effect; inconclusive = small, poorly fitted or top-dose-only effect, or another doubt; inactive = no such curve, though single readings can be large; an effect the other way counts as inactive or inconclusive. % is set by controls: 0 for no effect and ±100 for the full control effect; potency is the fitted concentration of half-maximal effect. An excerpt; the hit share may differ from the screen's.
SMILES,UDG counter,AID inh
COc1cc(C2CC(=O)Nc3nc(-c4ccccc4)[nH]c(=O)c32)cc(OC)c1O (centres undefined),0.0%,-0.4%
O=C(Cc1noc(C(=O)NC2CCCCC2)n1)Nc1cccc2ncccc12,-2.5%,9.0%
O=C(c1cc(F)ccc1F)C1CCN(CCc2ccncc2)CC1,6.4%,9.9%
CCOC(=O)C(=O)Nc1ccc(C(N)=O)cc1,-4.5%,-0.1%
CCC(C)NC(=O)C1CCN(S(=O)(=O)c2ccc3c(ccn3CC)c2)CC1 (centres undefined),6.5%,17.4%
CN(C)C(=O)CN(C)c1ncnc2sc3c(c12)CCC3,2.8%,5.3%
Cc1nn(-c2ccc(N3CCCC3)nn2)c(C)c1CCC(=O)NCCc1ccco1,4.1%,-8.0%
CC#C[C@]1(O)CC[C@H]2[C@@H]3CCC4=CC(=O)CCC4=C3[C@@H](c3ccc(N(C)C)cc3)C[C@@]21C,-24.6%,?
O=C(C1=Cc2ccccc2OC1)N1CCN(S(=O)(=O)c2cccc(Cl)c2)CC1,-0.3%,-5.3%
CCOC(=O)COc1ccc2c(=O)c(-c3ccc(OC)cc3)c(C)oc2c1,-2.1%,-7.2%
O=C(Nc1cc(F)cc(F)c1)c1ccc2ccccc2n1,-8.5%,-12.2%
Cc1ccc(-c2noc(-c3ccccc3NC(=O)c3ccccc3)n2)cc1,40.1%[activator],7.6%

# The last 2 records of the part before lead into the next:
SMILES,UDG counter,AID inh
O=C(Nc1cc(F)cc(F)c1)c1ccc2ccccc2n1,-8.5%,-12.2%
Cc1ccc(-c2noc(-c3ccccc3NC(=O)c3ccccc3)n2)cc1,40.1%[activator],7.6%
Cc1ccc(C(=O)NC(C)c2ccc(F)c(F)c2)s1 (centres undefined),-2.0%,1.7%
Cc1ccc(Nc2nc3ccc(C)cc3nc2-n2nc(C)cc2C)c(C)c1,3.1%,-23.7%
Cn1c(=O)[nH]c(=O)c2c1nc(NC1CCCCC1)n2CCO,-3.4%,1.8%
O=C(O)CCCCCNC(=O)Cn1ccc2c(Cl)cccc21,-3.8%,3.7%
CCCCNC(=O)CSc1nc2nc(C)c(Cc3c(F)cccc3Cl)c(C)n2n1,4.5%,-12.3%
COc1ccc(NC(=O)Nc2nc3cc(C)c(C)cc3s2)cc1OC,-2.5%,-5.4%
COCc1nnc(NC(=O)c2ccc3c(ccn3C)c2)s1,-2.5%,4.3%
NC(=O)c1ccccc1NCC(=O)Nc1ccc(OC(F)(F)F)cc1,-8.6%,-18.4%
COCCOc1cc(N)ccc1OC,4.8%,32.9%[activator]
O=C(c1ccc(Br)s1)N(Cc1ccc(Br)cc1)C1CC1,-7.0%,-16.5%
COc1ccc(-n2c(=O)c3sc4ccccc4c3n(Cc3ccccc3C)c2=O)cc1OC,-5.9%,6.6%
COC(=O)c1ccc(NC(=O)CCS(=O)(=O)c2ccc(Br)s2)cc1,-5.6%,5.4%
CCOC(=O)C1CCCN(C(=O)Cn2ncc3c([nH]c4ccccc43)c2=O)C1 (centres undefined),-4.0%[57.5 µM],-2.6%
CC(CCc1ccccc1)NC(=O)c1ccc2nc(N3CCOCC3)sc2c1 (centres undefined),-7.0%,4.4%
O=C(O/N=C1\CCCc2oc3c(c21)CCCC3)c1ccc(Cl)c(Cl)c1,7.8%,3.5%
CC(=O)c1c(C)[nH]c(C(=O)C(C)OC(=O)c2c(F)cccc2F)c1C (centres undefined),-1.6%,-0.1%
CC(C)(C)OC(=O)N1CCC(c2c(C(=O)NCc3ccc4c(c3)OCO4)cnn2-c2ccccc2Cl)CC1,24.2%,?
Cc1nc2cc(Cl)ccc2cc1C(=O)NCC(F)(F)F,2.1%,-0.1%
Cc1cc(C(=O)O)ccc1NS(=O)(=O)c1ccc(S(=O)(=O)N2CCCCC2)cc1,-0.4%,-1.4%
Cc1c(-c2nnc(-c3ccc(OC(C)C)cc3)o2)oc2ccccc12,-7.9%,-15.1%
Cc1ccc(N2CCN(C(=O)c3nn(C)c4c3CS(=O)(=O)c3ccccc3-4)CC2C)cc1 (centres undefined),-15.2%,?
Cc1ccc(CNc2ccc(-c3nc(C(C)C)no3)cc2[N+](=O)[O-])cc1,-18.7%,-9.3%
CCn1nnc2cc(C(=O)Nc3cc(C)ccc3C)ccc21,-19.1%[57.5 µM],0.3%
CCn1cc(C(=O)OCC(=O)Nc2ccc(C)c(Cl)c2)c(=O)c2ccc(C)nc21,-3.8%,10.2%
CN(C)C(=O)CNC(=O)c1nn(C)c(=O)c2ccccc12,3.6%,-5.5%
O=C(NC(=S)NCCC1=CCCCC1)c1cccs1,-2.0%,1.2%
CC(=O)Nc1ccc(I)cc1C,-4.1%,-9.5%
CCCCOc1ccc(NC(=O)C(C)Oc2ccccc2F)c2cccnc12 (centres undefined),1.7%,0.5%
CCN1CCCC1CNCC1CCCCC1 (centres undefined),-2.5%,9.8%
NC1CONC1=O (centres undefined),6.1%,-0.7%
O=C(Nc1cn[nH]c1)C1CCN(c2ccc(C(F)(F)F)cn2)CC1,-16.2%,-6.7%
CN(C)c1ccc(CNC(=O)CN2CCSc3ccc(S(=O)(=O)N(C)C)cc32)cc1,-5.3%,18.2%
c1ccc2c(c1)OCCOCCOCCOCCO2,-1.3%,-2.8%
CCOc1ccc(NC(=O)C(CC)Oc2ccccc2F)c2cccnc12 (centres undefined),-3.7%,14.1%
COC(=O)c1ccn(Cc2c(Cl)cccc2Cl)n1,-2.2%,0.3%
O=C(CCS(=O)(=O)c1ccc(Cl)cc1)OCc1ccccc1,1.0%,-6.5%
CC(C)Oc1ccc(CNC(=O)CCn2c(=O)c3cccn3c3ccc(F)cc32)cc1,-2.0%[57.5 µM],-1.5%
Cc1ccc(NC(=O)[C@H]2O[C@@H]3OC(C)(C)O[C@@H]3[C@H]3OC(C)(C)O[C@H]32)cc1F,-5.5%,19.3%
COc1ccc(NC(=O)Cn2nnc(C(=O)NCCc3ccccc3)c2N)cc1,0.5%,-6.8%
N#Cc1ccc(OCCOC(=O)c2c(F)cccc2F)cc1,3.1%,-2.5%
CCCCCCn1nc(C(=O)N(CCCC)c2c(N)n(CCC)c(=O)[nH]c2=O)c2ccccc2c1=O,-9.3%,-17.1%
CC(=O)c1ccccc1S(=O)(=O)NCC(=O)O,-6.7%,-1.0%
COc1ccc(CNC2CCCC2)c(OC)c1OC,7.8%,-5.4%
Cc1oc(-c2ccccc2)nc1CSc1nnc(C)n2c1cc1sccc12,-3.5%,-5.7%
O=C(Cn1c(-c2cccs2)cc2cc(Cl)ccc21)N1CCN(c2ccccc2)CC1,15.4%,-4.7%
Cc1nn(-c2ccc(N3CCOCC3)nn2)c(C)c1CCC(=O)NCc1ccc(OC(C)C)cc1,17.0%,6.7%
CC(C)(C)c1ccc(/C=C/C(=O)Nc2ccc(S(N)(=O)=O)cc2)cc1,-10.9%,-13.8%
Cc1sc(N)c(C#N)c1-c1ccc(Cl)cc1Cl,-9.9%,-7.1%
Cc1oc2ncn(CC(C)C)c(=O)c2c1C(=O)NC(C)c1ccccc1 (centres undefined),?,-18.4%
Clc1ccccc1CSc1ccnc(SCc2ccccc2Cl)n1,1.6%,-6.4%
COc1ccccc1Nc1ncc2c(n1)CCN(Cc1cc(F)cc(F)c1)C2,?,-6.1%
CCc1ccc(NC(=O)CC2C(=O)NCCN2C(=O)c2ccc(F)cc2)cc1 (centres undefined),-8.2%,3.6%
Cc1ccccc1-c1nc(CS(=O)(=O)CC(=O)NCCCN2CCN(C)CC2)c(C)o1,9.7%,10.7%
CCN(CC)S(=O)(=O)c1ccc2c(c1)N(CC(=O)Nc1ccc(OC)cc1)C(=O)CS2,-17.5%,-4.4%
CCC(CC)NC(=O)c1ccc(N(C)C)cc1,-2.1%,-15.9%
O=C1CCCC2=C1C(c1ccc(C(F)(F)F)cc1)C1=C(N2)c2ccccc2C1=O (centres undefined),-0.7%,-12.3%
COc1ccc(CN(C(=O)c2ccccc2F)C2CCS(=O)(=O)C2)cc1 (centres undefined),-6.3%,5.4%
Cn1c(=O)c2nc(Br)n(CCCC#N)c2n(C)c1=O,-8.4%,-6.3%
COc1cccc(N2CCN(C(=O)c3ccc4c(Cl)c5c(nc4c3)CCCC5)CC2)c1,-12.6%,20µM*
CC(=O)N1CCc2c(sc3c2c(=O)n(CCc2ccccc2)c(=O)n3Cc2ccc(F)cc2)C1,-23.9%,?

# The list goes on.
SMILES,UDG counter,AID inh
O=C(O)c1ccccc1NS(=O)(=O)c1ccc(N/N=C/c2c(-c3ccccc3)[nH]c3ccccc23)c([N+](=O)[O-])c1,-5.7%,?
CC1CCCC(N2CCN(Cc3cccc(Cl)c3)CC2)C1 (centres undefined),-10.8%,-10.0%
CCN(CC)CCNC(=O)c1cc(C(C)(C)C)cc(C(C)(C)C)c1,10.4%,7.5%
COc1ccc(C(=O)CSc2nc(C)cc(C)c2C(=O)Nc2ccccc2C)cc1,5.2%,5.2%
COc1cccc(CNC(=O)C(C)n2ncn3cccc3c2=O)c1OC (centres undefined),10.3%,4.7%
O=c1[nH]c2ccccc2cc1CN(C1CCCCC1)S(=O)(=O)c1ccccc1,1.7%,4.1%
COc1cc2cc(C(=O)NCCCc3nnc4ccccn34)n(C)c2c(OC)c1OC,46.6%[activator],6.7%
CCCSc1ncc(Cl)c(C(=O)Nc2ccc(OC)cc2OC)n1,-1.7%,9.7%
CCCCSc1nc2sc3c(c2c(=O)n1-c1ccccc1C)CC(C)(C)OC3,8.1%,63.1%[activator]
CCCn1c2ccccc2c2cnn(CC(=O)NCCCOC(C)C)c(=O)c21,-5.7%,7.6%
Cc1cc(C(=O)NNC(=S)Nc2ccccc2)cs1,-8.6%,-9.8%
CC1CCC(NC(=O)C(c2ccccc2)c2ccccc2)CC1 (centres undefined),-2.2%,-0.5%
CC(C)Oc1ccc(CNC(=O)C2CCN(C(=O)N3CCOc4ccc(Cl)cc43)CC2)cc1,0.0%,-28.6%
CC(NC(=O)C1=Cc2ccccc2OC1)c1ccccc1 (centres undefined),1.6%,-13.6%
CCCCCCn1nc(C(=O)OCc2ccccc2)c2ccccc2c1=O,-6.0%,-9.2%
Cc1ccc(CNC(=O)c2cc3sccc3n2Cc2ccc(F)cc2)cc1,-8.9%,8.9%
CSc1nc(Nc2ccc(C)cc2)c(C#N)c(-c2ccccc2)n1,0.3%,3.4%
O=C(CC(Sc1n[nH]c(-c2ccc(F)cc2)n1)c1ccc(F)cc1)NCc1cccnc1 (centres undefined),1.4%,-14.0%
COc1ccc(S(=O)(=O)Nc2cccc(-c3ccc(N4CCC(C)CC4)nn3)c2)cc1OC,-8.9%,-0.3%
O=C(Nc1ccc(F)c(Cl)c1)N1CCN2CCCCC2C1 (centres undefined),-1.7%,25.9%
CCn1c(=O)n(CC)c2cc(N3CCCCC3)c(NC(=O)Nc3cc(Cl)ccc3OC)cc21,-5.1%,1.0%
CCC(C(=O)NCCCN(CC)CC)n1ncn2c(cc3occc32)c1=O (centres undefined),0.6%,2.2%
COc1ccccc1OCC(=O)OCC(=O)c1cc(Cl)ccc1Cl,-7.1%,20.3%
O=C(COCc1cc(-c2cccs2)on1)N1CCN(c2ccc(F)cc2)CC1,11.2%,-5.8%
Cc1cc(C)c2c(c1)C(=O)CCC2,6.2%,-4.5%
COc1cc(C(=O)NCCc2sc(-c3ccc(C)cc3)nc2C)cc(OC)c1OC,1.8%,?
Cn1cc(C(F)(F)F)ccc1=S,-1.2%,-5.3%
CCC1CCCCN1C(=O)CSc1n[nH]c(-c2ccccc2)n1 (centres undefined),16.8%,8.9%
CC(=O)c1ccc(NC(=O)C2Cc3ccccc3N2C(=O)c2ccccc2)cc1 (centres undefined),5.6%,5.8%
Cc1ccc(-c2nc3cc(NC(=O)c4cc5ccccc5o4)ccc3o2)cc1Cl,3.2%[57.5 µM],36.5%[activator][57.5 µM]
COC(=O)Nc1cccc(C(=O)NCc2ccccc2)c1,-11.7%,-5.5%
CC(=O)NC(C(=O)NCc1ccc(C)cc1)C1CCCC1 (centres undefined),3.9%,4.6%
CCOC(=O)C1CCN(C(=O)CSc2n[nH]c(-c3ccc(OC)cc3)n2)CC1,-1.2%,12.0%
CSCC(=O)NCCc1ccccn1,5.2%,-1.2%
COc1ccc(Cn2nc(-c3ccc(F)cc3OC)ccc2=O)cc1,3.3%,-11.0%
CC(C)C(=O)NCCNC(=O)NC(CN(C)C)c1ccccc1 (centres undefined),-9.2%,-8.8%
CCc1ccc(S(=O)(=O)c2nnn3c2nc(NCc2ccccc2OC)c2cc(Cl)ccc23)cc1,-12.2%,-20.7%
CC(NCc1ccccc1)c1ccccc1 (centres undefined),-2.9%,-1.1%
C=CCNCc1ccc(C)cc1,-6.4%,-6.7%
C[C@@H](NC(=O)/C(C#N)=C/c1ccc(O)c(O)c1)c1ccccc1,6.4%,-9.9%
COc1cccc(NC(=O)Cn2cnc3c(nc4n3CCCCC4)c2=O)c1,-8.9%[57.5 µM],-6.2%[57.5 µM]
CCC(=O)OC1(c2ccccc2)CC(C(C)(C)C)CN(C)C1C (centres undefined),0.3%,-4.0%
CCc1ccccc1NC(=O)C1=CC(c2ccc3c(c2)OCO3)=NS(=O)(=O)N1C,-4.5%,-4.5%
